Source: PubChem (The Scripps Research Institute Molecular Screening Center)
PLCb3 inh – inhibitors of human phospholipase C beta3; Q01970; Purified PLC-beta3, fluorogenic substrate, fluorescence; inhibition, % at 12.2 µM; actives 0.18% (n = 370,000); in the data active means inhibition above about 11%;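 further: 0% = median of compound wells on plate and 100% = full blocker control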
Target sequence (Q01970 whole entry, looked up): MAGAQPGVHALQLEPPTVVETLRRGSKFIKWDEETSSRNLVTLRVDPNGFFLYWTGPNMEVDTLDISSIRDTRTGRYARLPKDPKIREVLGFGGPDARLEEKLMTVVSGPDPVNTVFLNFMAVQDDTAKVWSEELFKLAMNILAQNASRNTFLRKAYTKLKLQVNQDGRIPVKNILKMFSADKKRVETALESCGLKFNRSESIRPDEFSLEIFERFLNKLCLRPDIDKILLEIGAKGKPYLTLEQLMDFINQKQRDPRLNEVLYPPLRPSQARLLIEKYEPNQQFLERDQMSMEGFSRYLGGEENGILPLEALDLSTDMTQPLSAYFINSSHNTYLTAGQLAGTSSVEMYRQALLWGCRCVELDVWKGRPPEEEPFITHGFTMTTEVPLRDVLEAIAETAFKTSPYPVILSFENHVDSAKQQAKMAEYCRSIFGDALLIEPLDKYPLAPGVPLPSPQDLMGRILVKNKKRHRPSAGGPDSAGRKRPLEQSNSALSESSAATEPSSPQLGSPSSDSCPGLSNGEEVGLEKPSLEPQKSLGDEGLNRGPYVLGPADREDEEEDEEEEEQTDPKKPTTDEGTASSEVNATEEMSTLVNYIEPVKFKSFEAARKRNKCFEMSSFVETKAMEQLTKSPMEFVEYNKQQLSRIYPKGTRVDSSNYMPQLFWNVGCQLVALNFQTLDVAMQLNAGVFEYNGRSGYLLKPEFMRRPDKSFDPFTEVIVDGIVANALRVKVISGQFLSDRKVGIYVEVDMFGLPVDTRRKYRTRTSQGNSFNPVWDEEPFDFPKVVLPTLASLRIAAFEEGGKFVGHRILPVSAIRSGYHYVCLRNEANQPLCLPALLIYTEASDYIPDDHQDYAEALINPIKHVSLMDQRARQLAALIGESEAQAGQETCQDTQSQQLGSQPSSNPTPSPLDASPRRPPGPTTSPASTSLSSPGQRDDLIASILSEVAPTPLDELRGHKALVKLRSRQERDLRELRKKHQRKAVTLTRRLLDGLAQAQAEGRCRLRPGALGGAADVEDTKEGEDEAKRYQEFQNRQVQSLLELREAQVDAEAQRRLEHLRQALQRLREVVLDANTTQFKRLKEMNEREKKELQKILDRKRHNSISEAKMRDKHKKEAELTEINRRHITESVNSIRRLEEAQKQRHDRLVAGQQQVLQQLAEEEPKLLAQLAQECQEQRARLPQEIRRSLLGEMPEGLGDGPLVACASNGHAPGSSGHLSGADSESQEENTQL
ADAM17 inh – ADAM17 inhibition, QFRET primary screen | P78536 | inhibition, % at 6.95 µM | actives 0.83% (n = 370,000) | recombinant ADAM17, EDANS/DABCYL FRET peptide cleavage;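 active means inhibition above the mean of compounds lying between control limits plus 3 SD, set per campaign, cut at about 8.5% in these data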;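 further: 0% = DMSO-only wells as the low control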
DDE Tn6 FP inh – DD(E)-Tn6 binding inhibition, primary FP screen; P02675; Fibrin DD(E) TRITC-Tn6 fluorescence polarization displacement; inhibition, % at 8.3 µM; actives 0.21% (n = 370,000);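 active means inhibition above a per-campaign cutoff: mean of compounds within control limits plus 3 SD, cut at about 15% in these data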;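 further: 0% = median of all compound wells on the plate and 100% = blocking peptide control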
ASAP1 inh – inhibitors of human ASAP1 ArfGAP activity | ASAP1-stimulated ARF1 GTP hydrolysis, GDP FP detection | inhibition, % at 16.5 µM | actives 0.19% (n = 360,000); in the data active means inhibition above about 25%;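 further: 0% = vehicle with enzyme and substrate and 100% = no enzyme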
proKLK7 act – activators of human kallikrein-7 zymogen. purified proKLK7, EDANS-DABCYL substrate fluorescence; 100% is mature enzyme control, 0% vehicle. actives 0.9% (n = 370,000). activation, % at 7 µM. P49862. AID 652039;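 active means activation above the mean of all tested compounds plus 3 SD, computed per campaign excluding outliers beyond control limits, cut at about 13% in these data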
UHRF1 binding – blocks human UHRF1 binding to methylated DNA. Q96T88. UHRF1 binding to methylated oligo, TR-FRET. inhibition, % at 4.4 µM. actives 0.75% (n = 370,000); in the data active means inhibition above about 21%;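 further: UHRF1 SRA domain binding a hemimethylated CpG hairpin DNA probe; 0% = median of test compound wells and 100% = reference inhibitor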
PLCg1 inh – inhibitors of human phospholipase C gamma1; actives 0.84% (n = 370,000); inhibition, % at 12.2 µM; purified PLC-gamma1, fluorogenic substrate, fluorescence; in the data active means inhibition above about 9.5%
ARFGAP1 inh – inhibits rat ARF GTPase activating protein 1; Q62848; Arfgap1-stimulated ARF1 GTP hydrolysis, GDP FP detection; inhibition, % at 16.5 µM; actives 0.26% (n = 360,000); AID 651572;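 active means inhibition above a per-plate limit, mean inhibition of low control wells plus 3 SD, cut at about 25% in these data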;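 further: 0% = DMSO wells with enzyme and 100% = wells lacking Arfgap1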
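system = rat Arfgap1 catalytic domain, aa 1-136 | technique = FP, GDP Alexa 633 tracer displaced from anti-GDP antibody, 620/688 nm | compound = one concentration, 16.5 µM, DMSO 1.26% | medium = HEPES-based buffer, pH 7.5 | timing = compound-enzyme preincubation 20 min, reaction 120 min, detection 60 min, 25 °C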
Tn7 DDE FP – disrupts Tn7 cyclic peptide binding to fibrin D-Dimer-E complex; AID 720508; FP displacement of FITC-Tn7 peptide from fibrin DD(E); 0% = median of compound wells per plate; actives 0.13% (n = 370,000); P02675; inhibition, % at 8.3 µM;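 active means inhibition above the mean of compounds falling within the control limits plus 3 SD of them, cut at about 14% in these data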;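 further: 0% = plate median of compound wells and 100% = 10 µM Aha-Tn7 peptide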
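Measure: % inhibition scaled between sample-field median and high-control FP; Test system: human fibrin DD(E); Quantity: 2 µM final DD(E) protein; Doses: one dose, 8.3 µM nominal; Schedule: compound with protein 10 min, then 3 h after probe, room temperature; Detection: fluorescence polarization; Medium: Tris buffer with calcium and detergent, pH 7.8.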
MBD2 DNA inh – inhibitors of human MBD2 binding to methylated oligonucleotide. TR-FRET. inhibition, % at 4.4 µM. actives 0.31% (n = 370,000); in the data active means inhibition above about 13%
An asterisk follows results filed as active; i = inactive; · = not tested or not shown.

no.	PLCb3 inh	ADAM17 inh	DDE Tn6 FP inh	ASAP1 inh	proKLK7 act	UHRF1 binding	PLCg1 inh	ARFGAP1 inh	Tn7 DDE FP	MBD2 DNA inh	structure
1	2	3	1	12	0.3	0	3	-11	2	-5	Cc1ccccc1-c1cnc(C(O)c2ccc(Cl)c(F)c2)[nH]1 (configuration not stated)
2	0	0	8	12	-0.3	4	3	8	6	1	CCC(C)NS(=O)(=O)c1ccc(OCC(=O)Nc2ccc3c(c2)OCCO3)cc1 (configuration not stated)
3	2	1	-4	5	0.7	0	1	16	0	-1	NC(=O)c1cccc(-c2ccnc3c2CC(C(=O)Nc2ccc(Cl)cc2)O3)c1 (configuration not stated)
4	-5	-40	-2	-2	-0.5	2	-2	1	-2	0	Cc1csc2ncc(C(=O)NCc3ccccc3Cl)c(=O)n12
5	-9	-7	-6	24	0.2	0	-8	-9	6	5	COc1ccc(C)cc1Nc1ncnc2c1nnn2Cc1ccccc1Cl
6	0	-5	-3	5	0.2	-3	-1	1	-1	1	Cc1nn(-c2ccccc2)c(C)c1CCC(=O)O
7	-5	-2	-4	5	-0.2	2	0	2	-3	2	CC(C)(CN1CCCC1)NS(=O)(=O)c1ccccc1
8	-49	-5	-7	-16	0.7	0	-39	-4	2	-1	CC1(C)CN(c2cccc(-c3ccnc4ncnn34)c2)C1=O
9	5	6	5	-3	-0.6	2	7	1	0	-3	CC(=O)c1cccc(NC(=O)C2Cc3c(-c4cccc(C(C)=O)c4)ccnc3O2)c1 (configuration not stated)
10	-9	-4	0	-4	0.5	-1	-5	-2	-5	2	CCN(CC(=O)NCc1ccc(Cl)cc1)C(=O)CSCC(=O)Nc1ccc(OC)cc1
11	-4	-3	-9	-6	-0.8	10	0	6	0	0	CC1(C)CC(NC(=O)C2CCN(S(=O)(=O)c3ccccc3C(F)(F)F)CC2)CC(C)(C)N1
12	-6	2	1	13	0.4	-2	1	6	-3	-3	Cc1cccc(NC(=O)CSc2nnc(C)c(C)n2)c1
13	-91	-25	0	-12	3.2	0	-49	11	-2	4	CCOC(=O)C1=C(C)NC(C)=C(C(=O)OCC)C1C(=O)OCC(=O)N1CCOCC1
14	-9	-6	3	-6	0.0	14	0	-7	5	5	COc1cccc(CN2CCN(C(=O)CCc3nnc(C4CCCCC4)o3)CC2=O)c1
15	5	-3	7	-6	-0.2	2	3	-4	1	-4	CCOC(=O)N1CCN(S(=O)(=O)c2ccc(C(=O)Nc3sc4c(c3C#N)CCC4)cc2)CC1
16	0	3	5	2	0.2	-2	-3	6	9	2	O=C(O)c1ccccc1C(=O)NNC(=O)C(c1ccccc1)c1ccccc1
17	2	-4	3	-14	0.3	-2	-2	-1	0	-2	OCC(O)C(O)C(O)C(O)C1NCCS1 (configuration not stated)
18	-87	-17	-9	4	-5.5	0	-55	6	5	2	COc1ccc(-c2csc(-c3cccnc3)n2)cc1C
19	-9	-1	3	14	-1.0	0	-9	-9	-7	4	O=c1c(Oc2ccccc2F)coc2cc(OCc3cnn(-c4ccccc4)c3)ccc12
20	-2	-3	11	-14	0.0	-1	0	-16	6	-2	CSc1ccc(CN2CCC(C)(Oc3cccc(C#N)c3)C2)cc1 (configuration not stated)
21	i	i	-5	-5	81*	-5	i	4	3	-3	Cc1cccn2c(=O)c3cc(C(=O)NC4CCCC4)c(=N)n(CC4CCCO4)c3nc12 (configuration not stated)
22	4	1	-3	-9	-0.8	1	-1	13	-3	-1	CCCN1C2CCCC1CC(NC(=S)Nc1cccc(C)c1)C2 (configuration not stated)
23	-3	-4	-1	1	-0.2	0	-3	-3	-2	5	O=C(CCNS(=O)(=O)c1ccc(Cl)cc1)NCCc1ccccc1
24	5	0	-2	0	-0.4	2	3	-10	-5	-2	COc1cc(/C=N/Nc2ccccc2[N+](=O)[O-])ccc1OC(=O)c1ccccc1F
25	4	-1	1	8	-0.3	0	4	-5	-1	1	CCCCn1c2c(c(=N)c3c1CCC3)CCC2
26	-7	0	5	2	0.3	0	-1	6	-3	-2	C=CCOc1cccc(C(=O)N(C)C2CCCN(Cc3ccccc3F)C2)c1 (configuration not stated)
27	-5	-3	-1	2	-1.3	0	-1	20	3	-1	Cc1ccc(SCC(=O)Nc2ccc(-c3nnc(-c4ccco4)o3)cc2)cc1
28	-2	-1	-6	-9	-0.1	-2	-3	-1	-4	2	COc1ccc(C(=O)OCC(=O)N(C)C2CCS(=O)(=O)C2)cc1S(=O)(=O)N(C)Cc1ccccc1 (configuration not stated)
29	3	-1	-2	-4	0.0	2	1	2	6	0	COc1ccc(N2CCN(C(CNC(=O)c3ccco3)c3cccnc3)CC2)cc1 (configuration not stated)
30	8	4	1	-5	0.0	5	2	1	-2	0	COC(=O)C[C@H]1CC[C@H](NC(=O)c2ccc(F)cc2)[C@@H](CO)O1
31	-1	1	2	-2	-0.8	0	0	0	3	2	CN1OC(c2ccccc2)=C(CO)C1c1ccccc1 (configuration not stated)
32	-5	-2	6	9	0.4	-1	-2	1	6	-3	COc1ccc(C(=O)N(C)CCCC2CCCC2)cc1OC1CCN(C(C)C)CC1
33	-4	-8	5	-1	-0.8	-4	-2	8	-1	-2	O=C(NC1CCCCC1)N(Cc1nc2ccccc2c(=O)[nH]1)C1CCCCC1
34	6	-4	-7	2	-0.2	0	5	-1	2	-3	COc1ccc(NC(=O)COC(=O)c2cnccn2)cc1Cl
35	-5	-9	-2	-2	-0.2	0	2	1	1	-3	N#CCCN(C(=O)COC(=O)c1ccc2ccccc2n1)c1ccccc1
36	-1	-3	8	0	-0.6	3	-2	2	4	-1	COc1ccc(-n2nnnc2SCC(=O)N2CCCc3ccccc32)cc1OC
37	3	-2	-6	-2	0.4	-3	-2	5	1	2	Cc1ccc(C(=O)CSc2nc3cccnc3n2C)cc1
38	-9	-1	11	8	-0.1	-2	-1	0	8	-1	CCC(NC(=O)c1cc(COc2ccc(Cl)cc2OC)on1)c1ccncc1 (configuration not stated)
39	3	0	5	·	0.6	8	3	·	-6	-2	O=C(OCc1cn(Cc2ccccc2C(F)(F)F)nn1)N1CCOCC1
40	2	-2	4	-6	0.0	3	-2	-7	10	3	CC(C)Oc1cccc(C(=O)Nc2ccc(N3CCN(S(C)(=O)=O)CC3)cc2)c1
41	3	-3	0	-4	0.3	-1	0	-3	5	-1	Cc1ccccc1NC(=O)C(C)OC(=O)C1CCCO1 (configuration not stated)
42	1	0	-6	·	0.5	-1	-1	·	-9	-5	N#CCC[C@H]1CC[C@]2(CCCN(Cc3ccc(Br)cc3)C2)O1
43	2	-1	0	5	-0.7	-3	0	8	2	0	O=C(Nc1cccc([N+](=O)[O-])c1)c1[nH]ncc1Cl
44	-19	1	1	8	1.9	-1	-7	8	-5	-2	COC/C=C/C1=CC2=CC(=O)C(C)(OC(=O)c3cnc4ccccc4n3)C(=O)C2=CN1C(CO)CO (configuration not stated)
45	-28	-1	-5	9	-4.1	-8	-12	-7	-8	3	CCOc1cccc(/C=N/N2C(=O)CSC2=S)c1O

The last two entries of the part before are carried over, then new ones follow.
no.	PLCb3 inh	ADAM17 inh	DDE Tn6 FP inh	ASAP1 inh	proKLK7 act	UHRF1 binding	PLCg1 inh	ARFGAP1 inh	Tn7 DDE FP	MBD2 DNA inh	structure
44	-19	1	1	8	1.9	-1	-7	8	-5	-2	COC/C=C/C1=CC2=CC(=O)C(C)(OC(=O)c3cnc4ccccc4n3)C(=O)C2=CN1C(CO)CO (configuration not stated)
45	-28	-1	-5	9	-4.1	-8	-12	-7	-8	3	CCOc1cccc(/C=N/N2C(=O)CSC2=S)c1O
46	-4	-7	-3	-4	-1.6	5	3	13	-8	6	N#C/C(=C\c1ccc2c(c1)OCCO2)C(=O)Nc1ccc(C(=O)O)cc1
47	-11	0	-11	-1	1.0	1	-1	12	-2	2	COC(=O)c1ccc(NC(=O)CN2CCN(S(=O)(=O)c3ccc(Br)cc3)CC2)cc1
48	-3	1	9	-1	0.0	-1	0	9	-2	-2	COc1cc2c(c(OCC(=O)NC(C)C)c1)C(=O)O[C@@H](C)CCCC(=O)CCCCC2
49	2	-8	-3	-4	-0.2	7	2	15	-1	9	CCCCN(C(=O)CSc1nc(CCC)cc(=O)[nH]1)c1c(N)n(Cc2ccccc2)c(=O)[nH]c1=O
50	-7	0	10	2	-0.8	-2	-4	8	3	-8	CN(C)C(CNC(=O)Cc1cccc(C(F)(F)F)c1)c1ccccc1 (configuration not stated)
51	-1	-1	6	6	-0.1	1	3	-9	3	8	COc1cc(C(O)CO)ccc1O (configuration not stated)
52	2	-2	-6	-5	0.1	-3	-1	·	2	3	Cc1cc(C)c(O)c(C(=O)CC2CC(=O)NC(=O)C2)c1
53	-6	1	-6	23	-0.4	-2	0	-1	-2	-1	CC(Sc1nnc(CNC(=O)c2ccccc2F)n1C)C(=O)Nc1nccs1 (configuration not stated)

Six compounds drawn at random from those above, as already listed:
no.	PLCb3 inh	ADAM17 inh	DDE Tn6 FP inh	ASAP1 inh	proKLK7 act	UHRF1 binding	PLCg1 inh	ARFGAP1 inh	Tn7 DDE FP	MBD2 DNA inh	structure
50	-7	0	10	2	-0.8	-2	-4	8	3	-8	CN(C)C(CNC(=O)Cc1cccc(C(F)(F)F)c1)c1ccccc1 (configuration not stated)
46	-4	-7	-3	-4	-1.6	5	3	13	-8	6	N#C/C(=C\c1ccc2c(c1)OCCO2)C(=O)Nc1ccc(C(=O)O)cc1
51	-1	-1	6	6	-0.1	1	3	-9	3	8	COc1cc(C(O)CO)ccc1O (configuration not stated)
53	-6	1	-6	23	-0.4	-2	0	-1	-2	-1	CC(Sc1nnc(CNC(=O)c2ccccc2F)n1C)C(=O)Nc1nccs1 (configuration not stated)
47	-11	0	-11	-1	1.0	1	-1	12	-2	2	COC(=O)c1ccc(NC(=O)CN2CCN(S(=O)(=O)c3ccc(Br)cc3)CC2)cc1
48	-3	1	9	-1	0.0	-1	0	9	-2	-2	COc1cc2c(c(OCC(=O)NC(C)C)c1)C(=O)O[C@@H](C)CCCC(=O)CCCCC2

A draw from above in order of formula weight, falling.
no.	PLCb3 inh	ADAM17 inh	DDE Tn6 FP inh	ASAP1 inh	proKLK7 act	UHRF1 binding	PLCg1 inh	ARFGAP1 inh	Tn7 DDE FP	MBD2 DNA inh	structure
49	2	-8	-3	-4	-0.2	7	2	15	-1	9	CCCCN(C(=O)CSc1nc(CCC)cc(=O)[nH]1)c1c(N)n(Cc2ccccc2)c(=O)[nH]c1=O
47	-11	0	-11	-1	1.0	1	-1	12	-2	2	COC(=O)c1ccc(NC(=O)CN2CCN(S(=O)(=O)c3ccc(Br)cc3)CC2)cc1
50	-7	0	10	2	-0.8	-2	-4	8	3	-8	CN(C)C(CNC(=O)Cc1cccc(C(F)(F)F)c1)c1ccccc1 (configuration not stated)
